High-throughput results as filed in PubChem BioAssay.
HEK293 NOD2/NF-kB: NOD2 signaling inhibitors, cell-based, luminescence, uHTS, HEK293 (AID 1566) | HEK293 NOD2/NF-kB luciferase reporter, luminescence; higher % means a stronger effect | inhibition, % at 4 µM, or EC50 in µM where a hit was titrated | actives 0.63% (n = 290,000); also: many of its hits are not listed in these tables
GPR55 beta-arrestin: GPR55 agonists via beta-arrestin recruitment, primary screen, imaging, U2OS cells, beta-arrestin-GFP redistribution (AID 1961); G-protein coupled receptor 55 (Homo sapiens); U2OS GPR55 beta-arrestin-GFP redistribution imaging; higher % means a stronger effect; one-dose activation, % at 10 µM; EC50 in µM for titrated hits; actives 0.048% (n = 290,000);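 active = activation above 40% with more than 50 cells counted in the well; inconclusive = wells holding fewer than 50 cells, flagged as toxic or sparse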;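 also: U2OS osteosarcoma cells stably expressing GPR55 and beta-arrestin-GFP; plate controls were DMSO negative control for no effect and LPI positive control for full effect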
KOR beta-arrestin-1: KOR agonists, beta-arrestin recruitment, primary screen, cell-based, luminescence, uHTS (AID 1777) | actives 0.02% (n = 280,000) | activation, % at 10 µM, or EC50 in µM where a hit was titrated | KOR beta-arrestin recruitment, luminescence; higher % means a stronger effect | Kappa-type opioid receptor (Homo sapiens); in the data active = activation above about 50%, passing the limit was not always enough; also: a part of the inactive calls stands beside numbers as strong as those of hits
AID2073: inhibitors of Mint1-CaV2.2 protein interaction, biochemical, HTRF (AID 2073) | Voltage-dependent N-type calcium channel subunit alpha-1B (Homo sapiens) | HTRF protein-protein interaction, Mint1-CaV2.2; higher % means a stronger effect | inhibition, % at 20 µM, or IC50 in µM where a hit was titrated | actives 0.19% (n = 290,000); in the data active = inhibition mostly above about 51%, no sharp cut-off; inconclusive = no clear call, values can overlap the other calls; inactive = mostly below about 53%; also: some results filed as inactive read as strong as hits
Dynein transport: inhibitors of GR-EGFP nuclear translocation, primary screen, dynein cargo transport inhibitor project, imaging, high-content, 3617.4 mouse cells; test concentration mostly 20 µM; stimulated with dexamethasone, 1 µM; active compounds read low; z-score, hits read low; actives 0.47% (n = 220,000);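 active = plate z-score of nuclear minus cytoplasmic receptor signal below a set negative limit, without overly bright fluorescence or cell loss, cut at about -3.5 in these data, passing the limit was not always enough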;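 also: z-score of nuclear minus cytoplasmic ring GR-EGFP intensity difference per well; some compounds called inactive have numbers as strong as hits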
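Buffer or medium: tet-free, stripped-serum medium; Also added: dexamethasone, 1.0 µM final; Technique: high-content fluorescence imaging after fixation; Times: 48 h induction, 1 h compound, 30 min dex at 37 °C; Read-out: per-cell GR-EGFP intensity, nucleus versus surrounding cytoplasmic ring, well-averaged.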
P. falciparum M17LAP: P. falciparum M17LAP inhibitors, primary screen, biochemical, fluorogenic H-Leu-NHMec substrate, 1536-well (AID 1619) | recombinant M17LAP, H-Leu-NHMec fluorogenic kinetic assay; higher % means a stronger effect | inhibition, % at 30 µM; hits with a dose series show IC50 in µM | actives 0.38% (n = 220,000);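 active = compound inhibiting the enzyme by more than half at any dose during confirmatory dose-response retesting; inconclusive = strong single-dose inhibitors picked by rank but not retested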;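 also: plate controls were full reaction with DMSO carrier for no effect and no enzyme background for full effect; strong numbers were not always called active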
NOD1 inhibition: NOD1 signaling inhibitors, primary screen, cell-based, luminescence, uHTS (AID 1578) | NOD1-driven NF-kB luciferase reporter cells, luminescence; higher % means a stronger effect | inhibition, % at 4 µM, or EC50 in µM where a hit was titrated | actives 1% (n = 290,000); in the data active = inhibition mostly above about 36%, no sharp cut-off; inactive = mostly below about 34%;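 also: HEK-293T reporter cells stimulated with the NOD1 agonist gamma-tri-DAP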
P. falciparum M1AAP: P. falciparum M1AAP inhibitors, biochemical, fluorogenic H-Leu-NHMec substrate, 1536-well (AID 1445); Aminopeptidase N (Plasmodium falciparum (isolate 3D7)); recombinant M1AAP, H-Leu-NHMec fluorogenic kinetic assay; higher % means a stronger effect; inhibition, % at 30 µM, or IC50 in µM where a hit was titrated; actives 0.42% (n = 220,000);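 active = primary inhibition above the hit cutoff, then over 50% inhibition at one or more dose response concentrations, cut at about 23% in these data, passing the limit was not always enough; inconclusive = conflicting primary data, or primary hits not chosen for dose response; inactive = low primary inhibition, or under 50% at every dose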;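 also: plate controls were DMSO full reaction for no effect and no enzyme background for full effect; strong numbers were not always called active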
KOR beta-arrestin-2: KOR antagonists, beta-arrestin recruitment, cell-based, luminescence, uHTS (AID 1778). Kappa-type opioid receptor (Homo sapiens). KOR beta-arrestin recruitment, luminescence, antagonist mode; higher % means a stronger effect. inhibition, % at 10 µM, or IC50 in µM where a hit was titrated. actives 0.091% (n = 290,000); also: strong numbers were not always called active
Dynein transport cytoplasmic EGFP: recorded beside Dynein transport, whose call it bears; z-score; measured here: cytoplasmic GR-EGFP intensity; active compounds read high
Dynein transport nuclear GR-EGFP: also measured in Dynein transport; calls as there; z-score; measured here: nuclear GR-EGFP intensity;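 lower value marks the stronger effect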
Dynein transport cell count: second read-out of Dynein transport, no call of its own (marks repeat the call); z-score; measured here: cell count per field
* = called active by the depositor; ? = inconclusive; nt = no result given; [ ] = another dose, or the depositor's remark. Rule as the data show it, unless noted: active = inhibition above about 50%; inactive = the rest.

SMILES	HEK293 NOD2/NF-kB	GPR55 beta-arrestin	KOR beta-arrestin-1	AID2073	Dynein transport	Dynein transport cytoplasmic EGFP	Dynein transport nuclear GR-EGFP	Dynein transport cell count	P. falciparum M17LAP	NOD1 inhibition	P. falciparum M1AAP	KOR beta-arrestin-2
COc1ccc(Br)cc1C(=O)N/N=C/c1cccnc1	-10%	0.0%	-3.2%	21%	nt	nt	nt	nt	nt	-8%	nt	-17%
CCN1CCCC1CNC(=O)Cn1cccc1C(=O)c1ccccc1 (stereo not drawn)	-11%	0.1%	-2.9%	-5%	-0.26	-0.36	-0.041	0.45	1%	-23%	-1%	2%
CCCCONc1ncnc2nonc12	6%	-0.1%	2.6%	1%	-0.32	-0.29	-0.27	0.73	29%	-7%	-3%	-48%
COc1ccc(-c2cc(C(F)(F)F)nc(SCc3cccc(C(=O)O)c3)n2)cc1	41%	2.6%	-1.8%	21%	1.5	-0.22	1	0.53	17%	26%	2%	-19%
O=C(Nc1ccccc1Cl)C1CCCN(S(=O)(=O)c2ccc(F)cc2)C1 (stereo not drawn)	10%	0.3%	2.9%	-1%	-0.32	-0.16	0.26	-0.31	-6%	-9%	-1%	-19%
O=C(NNC(=O)C1CC1)c1ccc(-c2ccccc2)cc1	-22%	-0.1%	-4.0%	10%	-0.13	-0.088	-0.24	1.3	4%	2%	8%	8%
CCCNC(=O)CN1CCC(c2nc3ccccc3[nH]2)CC1	7%	-0.2%	-6.7%	0%	nt	nt	nt	nt	nt	-13%	nt	-21%
COc1ccc(S(=O)(=O)Cc2ccc(C(=O)N3CCN(c4cccc(C)c4)C(C)C3)o2)cc1 (stereo not drawn)	-12%	-0.1%	0.3%	6%	-0.56	0.027	-0.1	-0.34	5%	4%	17%	-18%
CC(C)(C)CC(=O)NC(=S)NCCc1ccccc1	-5%	-0.2%	-1.8%	-1%	-0.6	-0.12	-0.44	0.61	14%	nt	7%	10%
COc1cc(/C=N/n2cnnc2)ccc1OCc1ccccc1	13%	-0.1%	-3.2%	-31%	-0.42	-0.16	-0.91	-0.17	6%	13%	11%	0%
O=C(C(c1ccccc1)c1ccccc1)N1CCCc2ccccc21	-10%	-0.1%	-2.6%	7%	0.55	-0.18	0.2	-0.39	-9%	-9%	0%	23%
C=CCc1cc(S(=O)(=O)c2ccc(O)c(CC=C)c2)ccc1O	18%	-0.1%	-2.2%	5%	nt	nt	nt	nt	nt	47%*	nt	40%
O=C(NNc1ccc([N+](=O)[O-])cc1)C1C2CCCCC21 (stereo not drawn)	10%	0.4%	-0.3%	-10%	-0.28	-0.23	-0.093	0.21	-2%	-20%	9%	45%
Cc1ccc(CNC(=O)c2ccc(S(=O)(=O)Nc3c(C)n(C)n(-c4ccccc4)c3=O)cc2)cc1	1%	-0.1%	-4.0%	1%	-0.24	-0.8	-0.34	-0.041	nt	-5%	nt	42%
CCOC(=O)C1=C(C)NC(C)=C(C(=O)OCC)C1/C=C/c1ccccc1	-2%	1.4%	-3.5%	6%	0.22	-0.21	-0.036	-0.45	8%	-8%	2%	19%
O=C(c1ccccc1[N+](=O)[O-])N1CCCN(C(=O)c2ccccc2[N+](=O)[O-])CC1	14%	0.2%	-4.3%	-2%	-0.77	-0.32	0.42	0.35	7%	-9%	4%	14%
O=C1Cc2ccccc2C(=O)N1c1cccc(Cl)c1	21%	-0.2%	-1.6%	19%	nt	nt	nt	nt	nt	5%	nt	8%
O=C(O)c1cc2c(N3CCC(Cc4ccccc4)CC3)ncnc2s1	16%	-0.5%	-3.4%	17%	-0.078	-0.22	0.1	0.41	22%	-19%	18%	-11%
c1ccc(CSc2nnc(-c3c[nH]c4ccccc34)o2)cc1	-60%	0.2%	-0.1%	4%	-0.043	0.36	0.098	-0.22	-4%	-41%	6%	-8%
O=C1NC(=Nc2ccc(F)cc2)SC1Cc1ccc(F)cc1 (stereo not drawn)	12%	-0.1%	nt	1%	-0.71	-0.28	-0.41	0.99	-1%	-5%	6%	-20%

Another view of some results above.
O=C(C(c1ccccc1)c1ccccc1)N1CCCc2ccccc21
  HEK293 NOD2/NF-kB: -10% | GPR55 beta-arrestin: -0.1% | KOR beta-arrestin-1: -2.6% | AID2073: 7% | Dynein transport: 0.55 | Dynein transport cytoplasmic EGFP: -0.18 | Dynein transport nuclear GR-EGFP: 0.2 | Dynein transport cell count: -0.39 | P. falciparum M17LAP: -9% | NOD1 inhibition: -9% | P. falciparum M1AAP: 0% | KOR beta-arrestin-2: 23%

C=CCc1cc(S(=O)(=O)c2ccc(O)c(CC=C)c2)ccc1O
  HEK293 NOD2/NF-kB: 18% | GPR55 beta-arrestin: -0.1% | KOR beta-arrestin-1: -2.2% | AID2073: 5% | Dynein transport: nt | Dynein transport cytoplasmic EGFP: nt | Dynein transport nuclear GR-EGFP: nt | Dynein transport cell count: nt | P. falciparum M17LAP: nt | NOD1 inhibition: 47%* | P. falciparum M1AAP: nt | KOR beta-arrestin-2: 40%

Going on with the list:
SMILES	HEK293 NOD2/NF-kB	GPR55 beta-arrestin	KOR beta-arrestin-1	AID2073	Dynein transport	Dynein transport cytoplasmic EGFP	Dynein transport nuclear GR-EGFP	Dynein transport cell count	P. falciparum M17LAP	NOD1 inhibition	P. falciparum M1AAP	KOR beta-arrestin-2
CCOC(=O)c1cc2c(=O)n3cccc(C)c3nc2n(C)c1=N	-17%	-0.1%	16%	23%	-0.81	-0.093	-0.071	-0.29	-154%	6%	10%	-22%
Cc1c2cnn(CC(=O)NC3CCCC3)c(=O)c2c(C)n1Cc1ccccc1	-20%	-0.2%	4.9%	3%	nt	nt	nt	nt	nt	-50%	nt	-6%
CC(C)NC(=O)c1ccc2c3n(nc2c1)-c1ccccc1CO3	-170%	0.5%	4.8%	7%	0.9	-0.74	0.58	-0.48	4%	-7%	9%	-6%
CCCc1cc(=O)[nH]c(SCC(=O)c2ccc(S(=O)(=O)N3CCCC3)cc2)n1	-11%	-0.3%	-1.5%	14%	-0.11	-0.21	0.059	0.052	14%	-7%	2%	-10%
Cn1c(=O)c2c(nc(CN3CCN(C(=O)c4ccco4)CC3)n2CC(N)=O)n(C)c1=O	0%	-0.2%	nt	10%	nt	nt	nt	nt	nt	-10%	nt	nt
CC(=O)c1c(Nc2cccc(F)c2)oc(C)cc1=O	-6%	0.3%	3.3%	4%	1.4	0.024	1.9	-3.1	10%	-3%	-4%	14%
O=C1CCN(Cc2ccccc2)N1	-32%	0.0%	9.3%	12%	nt	nt	nt	nt	nt	4%	nt	-9%
Cc1c(/C=N\NC(=O)c2csc3ccccc23)cnn1C	-21%	0.3%	-2.0%	28%	-0.12	-0.24	-0.36	0.66	9%	9%	10%	8%
NC(=O)c1cccc(C(N)=O)n1	6%	0.1%	-3.5%	-7%	0.27	-0.22	0.43	0.07	-3%	-30%	2%	23%
Nc1c(C(O)(C(F)(F)F)C(F)(F)F)cc(C(O)(C(F)(F)F)C(F)(F)F)c2ccccc12	26%	0.8%	-4.2%	10%	-0.32	-0.27	0.093	1	-6%	19%	5%	-22%
CCc1nnc(NC(=O)Cc2ccc(OC)cc2)s1	-2%	0.0%	-1.9%	0%	-0.52	-0.24	-0.037	0.69	-2%	4%	2%	-12%
NC(=O)c1cc2cc(Cl)ccc2oc1=Nc1cccc(C(F)(F)F)c1	0%	-0.2%	-1.0%	5%	-0.89	-0.23	0.21	0.46	-4%	-9%	3%	23%
CCOc1cc(CO)c(Br)cc1OCC(=O)O	3%	-0.1%	-3.5%	4%	0.53	-0.18	0.87	-0.76	9%	2%	-3%	-19%
Fc1ccc(-c2cc(-c3ccccc3)nc(-n3cccn3)n2)cc1	22%	-0.1%	-1.4%	?	1.5	-0.26	1.1	-0.8	-13%	-9%	-5%	-37%[20 µM]
CCN1CCN(C(=O)Nc2ccc(OC)cc2OC)CC1	8%	0.3%	-4.0%	-16%	1.6	-0.12	0.83	-0.96	2%	22%	-2%	-19%[20 µM]
O=C(CSc1cccc[n+]1[O-])NCCCc1ccccc1	9%	-0.4%	-3.3%	-3%	0.28	-0.31	0.14	0.19	-4%	-32%	-5%	-20%
CC(C)(C)c1ccc(/C=C/C(=O)NC2=NCCS2)cc1	-268%	0.0%	6.4%	3%	0.5	0.032	-0.49	0.16	-12%	-35%	-6%	-50%
Cc1ccc(NC(=S)N2CCC(O)CC2)c(C)c1	-4%	0.2%	-3.5%	-4%	0.2	-0.38	0.38	1.3	2%	-31%	4%	-29%[20 µM]
Cc1ccc(C)c(OCc2nnc(SCC(=O)NCc3ccc4c(c3)OCO4)o2)c1	-16%	0.0%	-0.5%	-2%	-0.44	-0.21	-0.067	1.4	-7%	-23%	-1%	-2%
CC(C)NC(NC(=O)Cc1ccccc1)C(Cl)(Cl)Cl (stereo not drawn)	-1%	-0.1%	0.1%	3%	-0.97	-0.2	-0.023	-0.14	1%	-6%	2%	19%
COc1ccc(-n2c(=O)[nH]cc(C(=O)Nc3ccc4c(c3)OCCO4)c2=O)cc1	15%	-0.1%	-2.2%	0%	-0.1	-0.42	0.059	0.75	-64%	17%	0%	1%
CCOc1ccc(-c2nc(S(=O)(=O)c3ccccc3)c(NCc3cccnc3)o2)cc1	-22%	-0.2%	-0.5%	-5%	-0.31	-0.21	-0.26	-0.34	26%	37%	0%	-43%
O=C(N/N=C/C=C\c1ccco1)c1cccnc1	10%	-0.2%	-2.5%	42%	-0.41	-0.25	-0.098	0.54	0%	-15%	5%	9%
COc1ccc(S(=O)(=O)N2CCC(C(=O)N[C@H](C(=O)N3CCCCCC3)C(C)C)CC2)cc1	4%	0.6%	-4.9%	-4%	nt	nt	nt	nt	nt	-129%	nt	-30%

A portion of the library, so the mix of outcomes need not match the whole.
